# BoNT A protease: BoNT A light chain protease inhibition; 360,000 tested, 0.17% active; inhibition, % at 10 µM; AID 588499; multiplex microsphere protease substrate cleavage, flow cytometry; note: plate controls were buffer without enzyme for full effect and enzyme alone for no effect
# FBA Mtb inh: Mtb fructose-bisphosphate aldolase inhibition | P9WQA3 | purified M. tuberculosis FBA, fluorescence read-out | inhibition, % at 1 µM | 360,000 tested, 2.3% active; in the data active = inhibition above about 27%;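 note: 0% = vehicle and 100% = reference inhibitor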
# Anthrax LF inh2: inhibitors of Bacillus anthracis lethal factor protease; P15917; multiplex microsphere protease cleavage assay, LF; inhibition, % at 10 µM; 360,000 tested, 0.12% active; AID 588501; note: plate controls were buffer without enzyme for full effect and enzyme alone for no effect
# Target sequence (P15917 whole entry, looked up): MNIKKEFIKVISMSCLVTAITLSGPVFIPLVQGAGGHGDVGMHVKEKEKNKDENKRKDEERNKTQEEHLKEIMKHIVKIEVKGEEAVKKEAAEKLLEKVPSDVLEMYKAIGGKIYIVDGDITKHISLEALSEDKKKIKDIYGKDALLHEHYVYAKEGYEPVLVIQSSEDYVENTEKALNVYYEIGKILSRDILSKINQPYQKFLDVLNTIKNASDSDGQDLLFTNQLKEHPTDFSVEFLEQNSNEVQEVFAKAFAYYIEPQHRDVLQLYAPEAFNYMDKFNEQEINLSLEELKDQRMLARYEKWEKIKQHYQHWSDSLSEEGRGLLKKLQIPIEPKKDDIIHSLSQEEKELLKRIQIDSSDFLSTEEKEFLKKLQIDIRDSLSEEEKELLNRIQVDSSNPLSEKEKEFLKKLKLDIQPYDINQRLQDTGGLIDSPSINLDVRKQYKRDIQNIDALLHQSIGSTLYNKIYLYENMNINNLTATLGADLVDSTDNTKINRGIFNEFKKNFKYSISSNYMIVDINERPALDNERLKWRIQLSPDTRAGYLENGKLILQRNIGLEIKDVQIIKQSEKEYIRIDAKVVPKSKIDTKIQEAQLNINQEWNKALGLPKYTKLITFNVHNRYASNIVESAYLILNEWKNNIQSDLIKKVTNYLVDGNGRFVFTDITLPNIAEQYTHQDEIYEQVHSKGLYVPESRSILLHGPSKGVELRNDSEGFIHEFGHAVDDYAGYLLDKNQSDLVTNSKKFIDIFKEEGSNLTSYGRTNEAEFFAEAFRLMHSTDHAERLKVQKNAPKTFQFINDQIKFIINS
# PfHsp40 rescue: rescue of PfHsp40-mediated yeast toxicity; AID 504582; growth rescue, % at 12.5 µM; 340,000 tested, 0.68% active; S. cerevisiae expressing PfHsp40, growth rescue, ATP luminescence; in the data active = growth rescue above about 28%, passing the limit was not always enough; inconclusive = no clear call, values can overlap the other calls;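 note: yeast W303a lacking pdr1 and pdr3 grown in galactose medium; growth measured after three days at 30 °C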
# Mtb BioA inh: blocks M. tuberculosis BioA enzyme activity | purified M. tuberculosis BioA enzyme, plate reader | inhibition, % at 9.99 µM | 360,000 tested, 0.096% active; in the data active = inhibition above about 40%; inconclusive = no clear call, values can overlap the other calls
# BoNT F protease: blocks Botulinum neurotoxin F light chain protease; Multiplex microsphere protease cleavage assay, flow cytometry; inhibition, % at 10 µM; 360,000 tested, 0.22% active; AID 588497; in the data active = inhibition above about 35%, passing the limit was not always enough; inconclusive = no clear call, values can overlap the other calls; note: plate controls were buffer without enzyme for full effect and enzyme alone for no effect
# GDH-TPI inh: counter-screen for M. tuberculosis FBA inhibitors: GDH-TPI coupled enzymes; 360,000 tested, 1.2% active; GDH-TPI coupled enzyme counterscreen, NADH absorbance; AID 588335; inhibition, % at 4.8 µM; in the data active = inhibition above about 30%;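 note: 0% = DMSO wells and 100% = wells lacking the enzyme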
# Mtb UGM inh: Mtb UDP-galactopyranose mutase inhibition. P9WIQ1. purified UGM, fluorescence polarization probe displacement. inhibition, % at 10 µM. 320,000 tested, 0.06% active; in the data active = inhibition above about 10%, passing the limit was not always enough; inconclusive = no clear call, values can overlap the other calls
# FadD28 FP inh: blocks FadD28 binding to the bisubstrate probe. fluorescence polarization. inhibition, % at 12.5 µM. 360,000 tested, 0.22% active. AID 588549; in the data active = inhibition above about 8.5%, passing the limit was not always enough; inconclusive = no clear call, values can overlap the other calls
# Starred values were filed as active, the others as inactive; ? = inconclusive; / = no result given. Cut-off read from the data, not from the text of the source, unless noted: active = inhibition above about 30%; inconclusive = no clear call, values can overlap the other calls; inactive = below that.
# The opening two compounds, to show the layout:
SMILES,BoNT A protease,FBA Mtb inh,Anthrax LF inh2,PfHsp40 rescue,Mtb BioA inh,BoNT F protease,GDH-TPI inh,Mtb UGM inh,FadD28 FP inh
Cc1ccc(S(N)(=O)=O)cc1NC(=O)C1CC2CCC1C2 (configuration not stated),-0.7,-4,-3,-0.9,-1.1,-11,4,-2.3,-3.5
Cc1ccccc1-c1cc2nc(C)c(C)c(=O)n2[nH]1,0.6,16,-10,-1.1,1.5,23,-6,1.3,0.6

# Results, previewed entries included:
SMILES,BoNT A protease,FBA Mtb inh,Anthrax LF inh2,PfHsp40 rescue,Mtb BioA inh,BoNT F protease,GDH-TPI inh,Mtb UGM inh,FadD28 FP inh
Cc1ccc(S(N)(=O)=O)cc1NC(=O)C1CC2CCC1C2 (configuration not stated),-0.7,-4,-3,-0.9,-1.1,-11,4,-2.3,-3.5
Cc1ccccc1-c1cc2nc(C)c(C)c(=O)n2[nH]1,0.6,16,-10,-1.1,1.5,23,-6,1.3,0.6
COc1ccc(CNCC(O)(c2ccccc2)c2ccc(F)cc2)cc1OC (configuration not stated),-2.2,-1,12,0.7,-0.1,-10,-11,0.9,-4.2
CCOC(=O)C1(Cc2cccc(OC)c2)CCCN(C(=O)c2cc(CC(C)C)[nH]n2)C1 (configuration not stated),-2.6,1,-1,0.9,-0.8,-10,0,3.5,-0.7
O=C(c1ccc(-n2nc(C(F)(F)F)c3c2CCCC3)cc1)N1CCOCC1,0.0,2,1,-1.1,/,-3,11,-2.0,-2.7
O=C(C1CCN(S(=O)(=O)c2ccc(Cl)cc2)CC1)N1CCCCCCC1,1.0,-1,-2,-0.7,1.2,-7,-8,-3.8,0.2
CCCCNc1nc(CC)c2c(c1C#N)CCCC2,1.0,4,7,0.6,1.2,-10,1,0.2,-1.6
CCCCOC(=O)C1=C(C)NC(=O)NC1c1cc2c(cc1Br)OCO2 (configuration not stated),-1.9,1,-2,1.7,-0.8,8,6,2.0,-2.3
COc1cc(N(C(C)=O)c2ccc(O)cc2)c2ncccc2c1,-0.1,-1,-4,/,-0.4,-11,5,/,-3.0
O=C(N/N=C/c1c(O)n(CCc2ccccc2)c(=O)[nH]c1=O)c1ccccc1O,0.0,14,4,15,/,-8,20,1.4,0.6
CC1CCCCC1NC(=S)NC(=O)c1cccs1 (configuration not stated),-0.8,2,-3,?,/,-6,2,5.2,-2.4
Cc1c(C(=O)NCc2ccc(F)cc2)c(-c2ccccc2)nn1-c1ccccc1,0.0,-1,-3,-0.2,-1.2,-4,-7,0.9,-0.5
Cc1nn2c(NCCCN3CCOCC3)c3c(nc2c1-c1ccccc1)CCC3,-0.7,1,-1,-1.4,-0.1,-3,21,1.5,-0.7
NC(=O)/C=C/C(=O)Nc1ccc(Cl)cc1,0.3,2,0,0.2,/,-1,-4,4.3,0.2
CCCCN(CC)CCCNC(=O)c1cc2c(=O)n(CC)c3ccccc3c2s1,1.0,79*,0,0.1,0.3,-28,14,-1.3,-4.7
CC(C)(C)NC(=O)C(c1ccccn1)N(C(=O)c1ccc2c(c1)OCCO2)C1CCCC1 (configuration not stated),-0.3,-3,6,0.5,1.5,-4,-3,0.2,-0.5
CN(C)C(CNC(=O)c1ccccc1C(F)(F)F)c1ccco1 (configuration not stated),-1.6,-5,11,-0.1,-0.8,-22,1,0.3,-0.4
CN(CCc1ccccc1)c1ccc([N+](=O)[O-])cn1,0.0,-2,-12,0.6,-1.3,9,5,-1.9,-4.7
CCC(C)c1ccc(NC(=O)Nc2cccnc2)cc1 (configuration not stated),0.5,-1,-1,-0.2,4.2,-1,4,1.3,-2.0
Cc1ccc(CS(=O)(=O)c2ccc(C(=O)N3CCCCC3)cc2[N+](=O)[O-])cc1,2.5,3,4,-0.1,0.1,22,-5,-3.5,-2.5
Cc1cc(OCC(=O)NCc2cccnc2)c2c(C)cc(=O)oc2c1,-2.0,68*,-2,0.9,0.6,-8,12,-1.5,0.5
O=S(=O)(Nc1ccc2c(c1)OCO2)c1ccc(F)c(F)c1,0.3,3,-9,-0.1,-2.2,-2,3,-1.4,-0.1
O=C(Nc1cccc(Cl)c1)Nc1ccccc1NS(=O)(=O)c1cccs1,-0.7,-7,0,-1.2,/,2,1,2.8,-7.6
CN1C(=O)CC(N2CCN(c3ccccn3)CC2)C1=O (configuration not stated),-0.3,0,-2,-1.1,-0.2,-2,-11,-2.6,-3.4
O=C(/C=C/c1cccc(Br)c1)N1CCN(c2ccccn2)CC1,-0.3,1,-6,2.0,/,-6,-1,2.3,-2.2
Cc1ccccc1/C=N/n1c(-c2ccccn2)n[nH]c1=S,1.5,1,-10,-2.2,2.8,?,18,-2.8,-0.8
O=C(c1ccc(NS(=O)(=O)c2ccc(F)cc2)cc1)N1CCCCC1,1.3,4,1,-0.4,/,2,2,-0.8,-1.1
CCCCC(CC)CNC(=O)C(Cc1ccccc1)NS(=O)(=O)c1ccc2c(c1)CCC(=O)N2 (configuration not stated),-0.2,1,-13,-0.4,-0.8,-2,8,4.9,-1.2
COc1ccc(C(=O)COC(=O)CCn2nnc(-c3cccc(O)c3OC)n2)cc1,1.3,1,2,0.1,-1.2,-2,10,0.7,0.6
COc1cc(-c2noc(CCC(=O)NC3CCCCC3)n2)cc(OC)c1OC,-1.0,2,2,0.9,-5.1,5,1,0.1,1.1

# As entered above.
# GDH-TPI inh with Cc1cc(OCC(=O)NCc2cccnc2)c2c(C)cc(=O)oc2c1 is entered as 12
# GDH-TPI inh with O=C(c1ccc(NS(=O)(=O)c2ccc(F)cc2)cc1)N1CCCCC1 is entered as 2
# GDH-TPI inh with CN1C(=O)CC(N2CCN(c3ccccn3)CC2)C1=O (configuration not stated) is entered as -11
# GDH-TPI inh with O=C(/C=C/c1cccc(Br)c1)N1CCN(c2ccccn2)CC1 is entered as -1
# Anthrax LF inh2 with COc1cc(-c2noc(CCC(=O)NC3CCCCC3)n2)cc(OC)c1OC is entered as 2
# FBA Mtb inh with COc1ccc(C(=O)COC(=O)CCn2nnc(-c3cccc(O)c3OC)n2)cc1 is entered as 1

# Going on with the list.
SMILES,BoNT A protease,FBA Mtb inh,Anthrax LF inh2,PfHsp40 rescue,Mtb BioA inh,BoNT F protease,GDH-TPI inh,Mtb UGM inh,FadD28 FP inh
NNP(=O)(CC(=O)c1ccccc1)c1ccccc1 (configuration not stated),0.3,-1,-8,/,-1.0,-5,3,-1.0,-0.5
O=C(NCc1ccccc1)c1cnc(Cl)c(Cl)c1,-0.6,-1,2,-0.6,2.2,-4,-12,-1.2,-5.6
Cc1cccc(-n2c(O)c(C=NCc3cccnc3)c(=O)[nH]c2=O)c1C,/,5,/,-1.2,-3.8,/,-2,0.2,0.1
Cc1ccc(-n2cc(CNC(C)Cn3cncn3)c(-c3ccc(F)cc3)n2)cc1 (configuration not stated),0.1,2,-2,0.6,/,2,-8,-0.4,?
COc1ccc(C(C)=O)cc1COc1cccc2c1OC(C)(C)C2,-1.5,1,1,0.0,-0.8,2,-4,1.9,-3.5
Nc1ncnc2c1ncn2[C@@H]1O[C@H](C(=O)NCCc2ccc(F)cc2)[C@@H](O)[C@H]1O,0.1,2,-5,/,-1.5,-2,/,/,-0.2
C=Cc1cnc([N+](=O)[O-])n1C,-0.3,-4,1,/,-0.1,-2,13,/,-4.0
N#CCCN(CCC#N)C(=S)NC1CC2C=CC1C2 (configuration not stated),0.2,3,-4,0.1,/,-2,3,-3.4,-2.9
Cc1ccc2c(c1)-c1c(cnn1CC(=O)O)CO2,0.3,0,0,-1.2,-0.2,-5,4,7.0,-2.8
COC(=O)c1scc(S(C)(=O)=O)c1-n1cccc1,-3.5,0,?,/,-1.9,-29,-17,0.1,-4.2
COc1ccc(C2CC(c3cccs3)=NN2C(=O)CSc2nncs2)cc1OC (configuration not stated),0.2,0,1,-0.8,/,1,8,2.7,1.3
Cc1ccc(OCC(=O)Oc2ccccc2[N+](=O)[O-])cc1,-0.3,2,-16,3.1,-0.8,10,5,1.5,-1.3
O=C(NCC1CCCO1)c1ccc(Oc2ccc([N+](=O)[O-])cc2)cc1 (configuration not stated),1.0,-1,2,11,0.5,-5,22,-1.7,-0.2
OC(c1ccc(F)c(F)c1)c1nc(-c2cccc(C(F)(F)F)c2)cs1 (configuration not stated),-0.8,-1,-4,/,-0.8,-9,4,/,-2.4
Cc1cc(=O)[nH]c(SCC(=O)N2CCC(Cc3ccccc3)CC2)n1,-0.2,2,-3,-0.3,-0.9,0,1,-1.6,-1.8
CCOC(=O)CN1CC23C=CC(O2)C(C(=O)NC2CCCCCC2)C3C1=O (configuration not stated),-0.6,1,0,0.4,-2.5,-5,8,0.8,-0.5
Cc1cc(C)n(-c2nc(NCC(C)O)c3c4c(sc3n2)COC(C)(C)C4)n1 (configuration not stated),-2.7,56*,-5,-0.3,3.9,-19,5,2.5,-3.4
O=C(/C=C/c1cccs1)Nc1ccc(N2CCOCC2)c(S(=O)(=O)Nc2ccccc2Cl)c1,-0.3,0,-3,0.2,-0.8,2,18,0.0,-1.9
Cc1cc(C)c(NC(=O)CNC(=O)c2ccccc2SCC(=O)N2CCCC2)c(C)c1,-0.8,3,2,-0.6,-0.2,-1,0,1.0,0.0
CCOC(=O)c1c(S(=O)(=O)NCC(=O)Nc2cc(C)ccc2C)c(C)n(C)c1C,-2.0,-1,-4,0.2,0.3,-1,-1,-1.4,-0.7
N#Cc1c2c(c(NCc3ccco3)n3c1nc1ccccc13)CCC2,0.5,90*,-1,18,-2.2,-19,14,0.4,-0.6
O=S(=O)(NC1CCCCCC1)c1cccc2cccnc12,-1.9,2,-8,-0.3,0.2,-6,11,-2.7,-0.4
CCOC(=O)c1c(NC(=O)C(F)(OC)C(F)(F)F)sc(C(=O)N2CCCCC2)c1C (configuration not stated),0.9,-1,6,1.7,-1.5,15,6,-0.1,-4.2
Oc1ccc(Cl)cc1N=Nc1ccccc1,3.3,-1,1,0.9,0.5,-2,0,0.4,-3.3
Cc1ccc(C2CC(c3cccs3)=NN2C(=O)CSc2nc(=O)n3cc(C)ccc3n2)cc1 (configuration not stated),-0.2,-2,2,0.5,/,2,20,/,-5.8
O=C(c1ccco1)N1CCN(S(=O)(=O)c2ccc(Cl)s2)CC1,-0.7,0,1,-0.9,-0.1,-4,13,-1.0,-0.1
Cc1cc(C)n(-c2nc3ccccc3c(=O)n2OCC(N)=O)n1,-0.1,0,-1,0.7,-4.9,-1,7,-0.8,0.8
CCOc1ccc(OCC)c(NC(=O)c2ccc(CNc3c(N4CCOCC4)c(=O)c3=O)cc2)c1,0.4,2,0,1.4,/,-3,14,-0.4,-0.9
CN(NS(=O)(=O)c1ccc(Br)cc1)c1nc(C(F)(F)F)nc2ccccc12,-0.2,2,0,-0.9,-0.4,-4,5,-2.9,-2.1
O=C(NCCS(=O)(=O)N1CCN(c2ccccc2F)CC1)c1ccc(Cl)cc1,/,-1,/,-1.0,-0.9,/,8,-2.1,0.5
O=C1NC[C@H](Cc2ccccc2)N(CC2CCN(CCCC3CCCC3)CC2)C1=O,-1.0,3,-9,-0.1,0.8,-4,-5,/,-0.5
Cc1cc(C(=O)OCC(=O)Nc2cccc(S(=O)(=O)N(C)C)c2)c(C)o1,-3.1,1,-9,-0.7,/,-6,2,-1.2,-0.2
O=C(Nc1cccc(F)c1)C1CCCCC1,-0.3,2,-2,-1.0,-0.5,0,16,3.1,1.0
C/C(=N\NC(=O)C(=O)Nc1ccc(C)cc1)c1ccncc1,-7.2,0,-114,-0.3,-0.9,-104,16,-2.5,0.1
O=P(N[C@@H](c1ccccc1)[C@@H]1C[C@H]1CO)(c1ccccc1)c1ccccc1,0.1,0,-8,14,-2.2,-3,6,0.0,-0.2
Cc1ccc(Sc2ccc(CO)cc2[N+](=O)[O-])cc1,-0.1,0,-1,8.4,/,-3,1,-0.7,-5.1
CC1CCCCN1Cc1nc2c(c(=O)n(C)c(=O)n2C)n1CCc1ccccc1 (configuration not stated),-0.3,4,-4,-1.2,/,5,1,-2.0,0.0
CC1=Nc2ccc(C)cc2/C1=C/c1c(N)n2c(S(=O)(=O)C(C)C)nsc2nc1=O,-0.2,-1,1,0.1,/,1,12,/,3.4
COc1ccc2c(c1)-c1c(ssc1=S)C(C)(C)N2,-0.3,-8,1,2.0,0.1,-6,10,-1.1,3.8
C=CCn1cccc(C(=O)Nc2ccc(SC)cc2)c1=O,-4.1,-1,-19,0.6,4.3,-12,19,-4.6,-2.9
